JMJD2A Tudor: JMJD2A Tudor domain (human) inhibition | O75164 | AlphaScreen JMJD2A-Tudor / H3K4me3 peptide binding | Potency, µM (highest dose often 114 µM), inactives show top-dose activity change, negative = inhibition, hits mostly inhibitors | actives 4.4% (n = 390,000); further: on the % scale 0 is the no-effect control and ±100 the full control effect; nearly all actives have a fitted effect of over 50% in size
ERG-DNA inh: blocks human ERG Ets domain binding to DNA; P11308; actives 0.028% (n = 370,000); Potency, µM (series often up to 76.9 µM), without a hit: at the highest dose FP activity, negative = inhibition, most hits filed as inhibitors; fluorescence polarization, His-ERG Ets domain / labelled DNA; active means well fitted inhibition curve with a large enough effect in the polarisation, with a control signal flat; inconclusive means small, poorly fitted or top-dose-only effect, or effect the other way, or a change in a side signal; inactive means no such curve, though single readings can be large or run the other way; the % refers to the polarisation;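 further: polarization taken with two DNA probes labelled with fluorescein and Texas red; % of control where 0% means no effect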
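His-tagged ERG Ets domain (1 uM in the protein solution; 300mM KCl, 50mM Tris-HCl, 1mM EDTA, 1mM DTT, pH 7.5) received compound, then a probe mix of 5 nM fluorescein-DNA and 100nM Texas-615-DNA. Fluorescence polarization was read for both dyes.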
12-LOX inh: ALOX12 (human) lipoxygenase inhibition; actives 1.1% (n = 580,000); P18054; purified 12hLO, xylenol orange hydroperoxide absorbance; AID 1671190; Potency, µM (top dose mostly 108 µM), without a hit: at the highest dose activity change, negative = inhibition, most hits filed as inhibitors; further: on the % scale 0 is the no-effect control and ±100 the full control effect
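Purified human 12hLO (150 nM final) in 25 mM Hepes, 0.01% Triton X-100, pH 7.0 was preincubated 15 min at room temperature with compound. Then 40 uM arachidonic acid was added, 30 min. Hydroperoxide was read by Fe-XO absorbance ratio 573/405 nm.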
RGS4 inh: inhibitors of human regulator of G protein signaling 4; Transcreener GDP fluorescence polarization, RGS4-accelerated GTP hydrolysis; actives 0.039% (n = 390,000); Potency, µM (top dose mostly 114 µM), inactives show at the highest dose activity change, negative = inhibition, most hits filed as inhibitors; P49798; AID 504845; further: on the % scale 0 is the no-effect control and ±100 the full control effect; nearly all actives have a fitted effect of over 75% in size; some results filed as inactive show a strong effect at the top dose
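MLSMR compounds (23 nl, pin-transferred) preincubated 10 min at room temperature with a 500nM (2x) first reagent, then RGS4 at 900nM (2x) plus Transcreener GDP mix added; fluorescence polarization (620/688 nm) read before and after 90 min at 30 °C.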
GLS inh: blocks human kidney-isoform glutaminase activity; O94925; GLS enzymatic activity, qHTS titration; Potency, µM (top dose mostly 45.5 µM), without a hit: top-dose activity change, negative = inhibition, most hits filed as inhibitors; actives 0.21% (n = 410,000); further: on the % scale 0 is the no-effect control and ±100 the full control effect
Target sequence (O94925 whole entry, looked up, canonical isoform): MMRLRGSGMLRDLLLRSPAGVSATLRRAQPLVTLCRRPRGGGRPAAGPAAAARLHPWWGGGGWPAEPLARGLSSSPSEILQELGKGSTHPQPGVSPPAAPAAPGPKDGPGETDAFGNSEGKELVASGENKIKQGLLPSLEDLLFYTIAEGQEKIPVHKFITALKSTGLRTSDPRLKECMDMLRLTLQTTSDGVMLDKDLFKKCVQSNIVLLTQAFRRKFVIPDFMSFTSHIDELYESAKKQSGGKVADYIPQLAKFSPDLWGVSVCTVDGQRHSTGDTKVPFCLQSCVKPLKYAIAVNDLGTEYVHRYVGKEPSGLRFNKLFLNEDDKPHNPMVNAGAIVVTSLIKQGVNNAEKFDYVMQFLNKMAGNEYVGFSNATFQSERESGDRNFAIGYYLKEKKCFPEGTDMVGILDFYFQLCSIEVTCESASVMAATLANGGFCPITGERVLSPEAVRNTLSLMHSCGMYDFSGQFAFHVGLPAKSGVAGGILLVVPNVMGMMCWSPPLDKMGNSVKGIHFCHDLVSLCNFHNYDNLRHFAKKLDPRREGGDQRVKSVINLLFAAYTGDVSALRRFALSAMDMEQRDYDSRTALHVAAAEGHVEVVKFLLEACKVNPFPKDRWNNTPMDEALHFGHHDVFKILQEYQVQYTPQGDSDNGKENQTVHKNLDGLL
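Coupled fluorescence readout: glutamate oxidase/HRP/Amplex Red detect glutamate formed by hKGA from L-glutamine (1 mM solution added). Buffer 45 mM KH2PO4 pH 8.2, 0.02% Tween-20; reads at t0 and 30 min RT.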
TrxR1 inh: inhibitors of rat thioredoxin reductase 1 | O89049 | recombinant rTrxR1, NADPH fluorescence consumption, selenite substrate | Potency, µM (highest dose often 114 µM), for inactives: top-dose activity change, negative = inhibition, most hits filed as inhibitors | actives 1% (n = 390,000); further: on the % scale 0 is the no-effect control and ±100 the full control effect; nearly all actives have a fitted effect of over 65% in size
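Rat TrxR1 (90 nM in the dispensed reagent) was pre-reduced with 400 uM NADPH for 5 min at room temperature, then incubated with compound for 15 min. After 400 uM selenite was added, NADPH fluorescence (Ex 340/Em 450 nm) was followed for 8 min.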
HP1b binding inh: blocks HP1-beta chromodomain binding to methylated histone tails; Potency, µM (titrated, usually from 114 µM), inactives show at the top dose activity change, negative = inhibition, hits mostly inhibitors; P83916; actives 0.56% (n = 390,000); AlphaScreen HP1-beta / biotin-H3K9me3 peptide binding; further: nearly all actives have a fitted effect of over 70% in size; inactives centre near 23
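AlphaScreen: HP1-beta (50 nM) preformed 30 min with biotin-H3(1-18)K9me3 peptide (50 nM) in PBS pH 7.4, 0.01% Tween-20. Compound added for 30 min at RT, then streptavidin donor/nickel chelate acceptor beads (10 ug/mL) for 30 min.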
Pin1 inhibitor: blocks the human prolyl isomerase Pin1; Q13526; Pin1 FP peptide displacement, HiFluor488, 10 min; Potency, µM (top dose mostly 115 µM), for the others: at the highest dose activity, negative = inhibition, actives largely listed as inhibitors; actives 0.009% (n = 390,000); AID 504891; active means well fitted inhibition curve with a large enough effect in the polarisation, with a control signal flat, not every such curve was filed as active; inconclusive means small, poorly fitted or top-dose-only effect, or effect the other way, or a change in a side signal; inactive means no such curve, though single readings can be large or run the other way; the % refers to the polarisation; further: on the % scale 0 is the no-effect control and ±100 the full control effect
PGK inhibitor: inhibitors of T. brucei phosphoglycerate kinase; P07378; PGK/GAPDH coupled, Kinase-Glo luminescence, 60 min; Potency, µM (highest dose often 57.5 µM), inactives show top-dose activity change, negative = inhibition, actives largely listed as inhibitors; actives 0.043% (n = 380,000); further: on the % scale 0 is the no-effect control and ±100 the full control effect; nearly all actives have a fitted effect of over 60% in size
Target sequence (P07378 whole entry, looked up): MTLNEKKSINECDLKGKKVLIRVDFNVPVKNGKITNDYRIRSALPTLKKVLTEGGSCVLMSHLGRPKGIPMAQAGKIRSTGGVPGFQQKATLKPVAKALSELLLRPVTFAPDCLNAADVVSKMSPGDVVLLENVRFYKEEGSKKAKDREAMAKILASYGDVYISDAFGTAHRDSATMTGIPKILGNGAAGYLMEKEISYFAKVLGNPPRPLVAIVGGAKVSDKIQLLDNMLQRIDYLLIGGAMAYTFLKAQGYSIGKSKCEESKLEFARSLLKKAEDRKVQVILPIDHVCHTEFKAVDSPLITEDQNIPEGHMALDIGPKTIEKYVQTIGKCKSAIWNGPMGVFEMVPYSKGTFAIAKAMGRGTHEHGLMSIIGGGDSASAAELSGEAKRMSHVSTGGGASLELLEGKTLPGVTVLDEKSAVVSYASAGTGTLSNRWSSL
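Recombinant glycosomal PGK reaction used 1,3-bisphosphoglycerate generated in-well by GAPDH (100nM final) in 100mM TEA pH 7.6, 5mM MgCl2, 0.01% Tween-20. After 60 minutes at room temperature, ATP was read by Kinase-Glo Plus luminescence end-point.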
* marks the source's active call; other numbers are inactive results; i = inactive; ? = inconclusive; . = not tested or not shown; [ ] = dose if it differs, or a comment. Unless noted, the call rests on the fitted dose curve; in most records, active means well fitted curve in the direction sought with a large enough effect; inconclusive means small, poorly fitted or top-dose-only effect, or another doubt; inactive means no such curve, though single readings can be large; an effect the other way counts as inactive or inconclusive. Potency means the concentration at half of the fitted maximal effect. Not all compounds are listed; count on the stated rates, not on these rows.

ERG-DNA inh | Pin1 inhibitor | TrxR1 inh | 12-LOX inh | JMJD2A Tudor | GLS inh | RGS4 inh | PGK inhibitor | HP1b binding inh | Compound
4% | 1% | 15%[57.1 µM] | 42%[activator] | -5% | -15% | -14% | -8% | 44%[activator] | O=C(CCC1CCCN(C(=O)c2ccncc2)C1)NCc1ccc(F)c(F)c1 (configuration not stated)
-1% | -2% | 28%[2.29 µM] | -20% | -10% | 12% | -6% | -5% | 45%[activator] | Cc1nnc2c(N3CCN(CCO)CC3)nc3ccccc3n12
. | 0% | -7% | 10% | 5% | 3% | 36% | . | 22% | Cc1cc(C)nc(NS(=O)(=O)c2ccc(NS(=O)(=O)c3ccccc3)cc2)n1
17% | 9% | 10% | 65%[activator] | 3% | -2% | -5% | -10% | 40%[activator] | Cc1cccc(NC(=O)c2cc(N3CCOCC3)nc3ccccc23)c1
-2% | -3% | -5% | 4% | -5% | 6% | 21% | -6% | 25% | Cc1ccc(S(=O)(=O)NCC(=O)OC(C)C(=O)NCc2ccc3c(c2)OCO3)cc1 (configuration not stated)
-11% | -2% | 14% | ? | -12% | -10% | -7%[56.9 µM] | -8% | 71%[activator] | CC(Oc1cc2oc(=O)c3c(c2cc1Cl)CCC3)C(=O)NCCCN1CCCC1=O (configuration not stated)
1% | 9% | -5% | -11% | 2% | . | -26% | -10% | 28% | CCN(CC)S(=O)(=O)c1ccc(C)c(NC(=O)COC(=O)c2ccc(C)c(S(=O)(=O)N3CCOCC3)c2)c1
-11% | 6% | 25% | -11% | -11% | 1% | 18%[11.4 µM] | -2% | 51%[activator] | COc1ccc(CN2C(=NC(=O)C3CC3)SC3CS(=O)(=O)CC32)cc1 (configuration not stated)
3% | 2% | 19%[57.1 µM] | 21% | 8% | -6% | -31% | -2% | 29% | CC(C)C(NC(=O)C1CCCCC1)C(=O)Nc1ccccn1 (configuration not stated)
-1% | -2% | 7%[57.1 µM] | -3% | -5% | -17% | -11% | -7% | 17% | CCc1ccc(OCC(=O)NC(NC(=S)Nc2ccccc2C)C(Cl)(Cl)Cl)cc1 (configuration not stated)
0% | 8% | 2%[57.1 µM] | -19% | -1% | 6% | -12% | 1% | -2% | Cc1ccc(CNC(=O)Cn2c(=O)cc(C)c3c(C)nn(-c4cccc(F)c4)c32)cc1
18% | -1% | 15% | -8% | -18% | 3% | 9% | -5% | 3% | CN(C(=O)c1cccc(NC(=O)C2CCCN(C(=O)OC(C)(C)C)C2)c1)C1CCC1 (configuration not stated)
-3% | -6% | -6% | ? | -15% | 2% | 1% | 11% | 45% | CCOC(=O)CNC(=O)CCCCCC(=O)NCC(=O)OCC
-3% | -5% | 6%[57.1 µM] | -9% | -26% | -7% | 8% | 4% | 8% | CSc1ccc(-c2cccc([N+](=O)[O-])c2)nn1
5% | 14% | -3% | 26% | ? | 0% | ? | -1% | -28%[57 µM] | O=C(CSc1nc2[nH]c(=O)cc(O)c2s1)Nc1nncs1
0% | 3% | 1% | -6% | -8% | 14% | 31% | 7% | 21% | CC(C)c1ccc(C(=O)NN2C(=O)C3CCCCC3C2=O)cc1 (configuration not stated)
-15% | -2% | 31%[57.1 µM] | -21% | -12% | 6% | 23% | -6% | 16% | COCCNC(=O)c1ccc2c(=O)n(CCOC)c(=O)[nH]c2c1
2% | 0% | -14% | -14% | -26% | 1% | -15% | -3% | 18% | COc1ccccc1C(=O)NC(=S)Nc1ccccc1N1CCCCC1
. | 4% | 0% | ? | -13% | -7% | -45% | -6% | -10% | CCOC(=O)c1sc2nc3n(c(=O)c2c1C)CCC(C)CC3 (configuration not stated)
-6% | 5% | -6% | -14% | -16% | 3% | -4% | -3% | 7% | CCOc1ccc(S(=O)(=O)N2CCCCC2)cc1NC(=O)c1c(CC)noc1C
-3% | -5% | 6% | 0% | -17% | -3% | 0% | 0% | 4% | CCCCN(C(=O)NC(=O)Nc1ccccc1OCC)S(C)(=O)=O
-9% | -11% | 4% | -2% | 4% | -1% | 21% | -5% | 25% | Fc1ccccc1CSc1nncn1NCc1cccs1
-13% | 2% | -5% | 122%[activator] | 59%[activator] | 7% | 48% | -1% | 104%[activator] | N#Cc1cn(Cc2cccc(Cl)c2)c2ccccc12
-3% | 0% | 29% | -19% | -29% | 1% | -21% | 0% | 34% | Cc1nn(C)c(=S)n1-c1ccc(Cl)cc1
-2% | -1% | 23%[57.1 µM] | 0% | -20% | ? | 5% | i | -11% | Nc1cc(C(F)(F)F)ccc1N1CCOCC1
-7% | 2% | 13%[57.1 µM] | 21% | -12% | 17% | 12% | 6% | 28% | CCN1CCCC1CNC(=O)Cn1ncc2c(=O)oc3ccc(C)cc3c21 (configuration not stated)
0% | 1% | -18% | 59%[activator] | ? | -7% | -28% | i | -19%[57 µM] | COc1ccc(N2CCN(CC(=O)c3ccc(O)cc3O)CC2)cc1
-1% | 2% | 25%[57.1 µM] | 12% | 0% | 13% | -7% | -1% | 32% | CCN(C(=O)c1cc2cccc(OC)c2oc1=O)c1ccccc1
11% | 1% | -21% | -7% | -22% | 8% | 12% | -5% | 13% | O=C1CCC(C(=O)N2CCN(c3ccccc3Cl)CC2)CN1CC1CCCCC1 (configuration not stated)
4% | 1% | 22% | ? | 32µM* | -1% | 6% | -4% | 7% | Cn1c(NC(=O)c2ccccc2)c(-c2ccccn2)c(=O)c2ccccc21

A second format for part of the listing above:
molecule,ERG-DNA inh,Pin1 inhibitor,TrxR1 inh,12-LOX inh,JMJD2A Tudor,GLS inh,RGS4 inh,PGK inhibitor,HP1b binding inh
CC(C)c1ccc(C(=O)NN2C(=O)C3CCCCC3C2=O)cc1 (configuration not stated),0%,3%,1%,-6%,-8%,14%,31%,7%,21%
COCCNC(=O)c1ccc2c(=O)n(CCOC)c(=O)[nH]c2c1,-15%,-2%,31%[57.1 µM],-21%,-12%,6%,23%,-6%,16%

(continued)
ERG-DNA inh | Pin1 inhibitor | TrxR1 inh | 12-LOX inh | JMJD2A Tudor | GLS inh | RGS4 inh | PGK inhibitor | HP1b binding inh | Compound
7% | -3% | -5% | -29% | -12% | 2% | 13% | -4% | 9% | CCOC(=O)C1CCN(C(=O)COC(=O)c2ccccc2C(=O)c2ccc(Cl)cc2)CC1
-2% | 0% | 18% | -18% | -6% | -12% | -9% | 5% | 17% | Cc1onc(-c2c(Cl)cccc2Cl)c1C(=O)Nc1nccs1
8% | 1% | 13% | -7% | 0% | 2% | -8% | 9% | 57%[activator] | CCCN(CC(=O)Nc1ccccc1OC)C(=O)c1ccc2c(c1)NC(=O)C(C)S2 (configuration not stated)
8% | 30% | -14%[57.1 µM] | -22% | -16% | ? | -5% | 1% | 22% | COc1ccc(C2CC(C)=C(C#N)S(=O)(=O)C2C#N)cc1 (configuration not stated)
-2% | 22% | ? | 16% | 25µM* | 2% | -35% | 0% | ? | COc1cc2c(cc1OC)CN(c1nc(CN3CCOCC3)nc3sc4c(c13)CCC(C)C4)CC2 (configuration not stated)
2% | 0% | -21%[57.1 µM] | 13% | 0% | -27% | -9% | -7% | 57%[activator] | COc1ccc(C(C)=O)cc1Cn1c(=O)cc(C)[nH]c1=O
-8% | -6% | -7% | . | -10% | 1% | -10% | 1% | 23% | CCC1(c2ccccc2)NC(=O)N(CC(=O)Nc2nnc(C3CC3)s2)C1=O (configuration not stated)
-3% | 3% | 8%[11.4 µM] | ? | -35% | -1% | -16% | -2% | -4% | Cc1ccc(-c2cn3c(n2)sc2cc(C(=O)NC4CCCCCC4)ccc23)cc1
-9% | -1% | 12% | 0% | 2% | 8% | 1% | 0% | 25% | O=C(NNC(=O)C(O)c1ccccc1)NC1CCCCC1 (configuration not stated)
8% | -2% | -10%[57.1 µM] | -1% | -15% | 2% | 15% | -6% | 39%[activator] | N#CCC(=O)N/N=C/c1cccc(Oc2ccccc2)c1
-8% | -1% | 6% | 13% | 3% | -2% | -7% | -7% | 24% | COc1cc(C#N)c(NC(=O)CN2CCC(C(N)=O)CC2)cc1OC
18% | 5% | 1%[57.1 µM] | 4% | -15% | 39%[activator] | ? | -5% | 18% | Cc1ccc(NC(=O)CCC(=O)N/N=C/c2ccco2)c(C)c1
9% | -2% | -11% | 3% | -16% | -1% | -2% | -3% | 34% | COc1ccc(CN2CCNC(=O)C2CC(=O)NCc2cn[nH]c2-c2ccccc2)c(F)c1 (configuration not stated)
. | 10% | 1% | 5% | 40µM* | 16% | -33% | 0% | ? | CC(C)(C)c1nn(-c2ccccc2)c2[nH]c(=O)c(CNc3ccc4c(c3)OCCO4)cc12
12% | -4% | 10% | 13% | -3% | 3% | -8% | -1% | 35% | CC(NC(=O)C1CCN(C(=O)Nc2ccccc2)CC1)c1ccccc1Cl (configuration not stated)
-15% | -9% | -13% | 25% | -18% | 5% | -2% | -1% | -22% | Cc1ccc(S(=O)(=O)N2CCCC2)cc1C(=O)N1CCN(Cc2ccccc2)CC1
10% | 0% | -5%[57.1 µM] | -8% | -20% | -7% | -11% | -5% | 13% | CCN1C(=O)N[C@@H](c2cccc(F)c2)C(C(=O)OC)=C1C

Screens: PubChem BioAssay, National Center for Advancing Translational Sciences (NCATS)
